12-LOX inh: inhibitors of human 12S-lipoxygenase ALOX12 | AID 1671190 | 1.1% of 580,000 active | purified 12hLO, xylenol orange hydroperoxide absorbance | Potency, µM (highest dose often 108 µM), inactives show top-dose activity change, negative = inhibition, most hits filed as inhibitors | P18054; active = well fitted inhibition curve with a large enough effect; inconclusive = small, poorly fitted or top-dose-only effect, or another doubt; inactive = no such curve, though single readings can be large or run the other way; also: potency is read from the fitted curve at half-maximal effect
Target sequence (P18054 whole entry, looked up): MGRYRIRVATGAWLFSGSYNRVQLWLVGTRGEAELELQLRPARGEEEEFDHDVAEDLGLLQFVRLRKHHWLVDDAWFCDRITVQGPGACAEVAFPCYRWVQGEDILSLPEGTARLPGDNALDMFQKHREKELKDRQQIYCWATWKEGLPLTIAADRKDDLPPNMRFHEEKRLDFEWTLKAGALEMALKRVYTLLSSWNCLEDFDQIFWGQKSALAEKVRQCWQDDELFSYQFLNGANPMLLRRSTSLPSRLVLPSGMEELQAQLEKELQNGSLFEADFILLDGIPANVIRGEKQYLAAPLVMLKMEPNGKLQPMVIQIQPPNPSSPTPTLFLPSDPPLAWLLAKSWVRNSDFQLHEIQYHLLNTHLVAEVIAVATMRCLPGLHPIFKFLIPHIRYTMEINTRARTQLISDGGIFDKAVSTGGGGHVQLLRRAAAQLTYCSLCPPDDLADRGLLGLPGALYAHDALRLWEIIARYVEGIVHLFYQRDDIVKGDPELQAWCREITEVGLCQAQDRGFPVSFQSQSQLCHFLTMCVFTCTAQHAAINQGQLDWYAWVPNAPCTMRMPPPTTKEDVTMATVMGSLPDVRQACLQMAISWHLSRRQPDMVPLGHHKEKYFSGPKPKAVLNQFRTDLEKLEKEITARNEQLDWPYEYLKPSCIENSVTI
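Hydroperoxide product was detected by ferrous iron/xylenol orange as the 573 to 405 nm absorbance ratio. Arachidonic acid at 40 uM (final) was turned over for 30 min at room temperature by 150 nM human 12hLO, pH 7.0 Hepes buffer, after 15 min compound preincubation.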
LDHA block: LDHA (human) enzyme inhibition | purified LDHA, NADH/diaphorase-resazurin fluorescence; hits give low values | activity change, % (values are at about 110 or 230 µM) | 0.15% of 480,000 active; in the data active = activity change below about -30%; inconclusive = mostly about -25% to -30%;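 also: plate controls were DMSO wells for no effect and wells without enzyme for full effect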
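Remaining NADH was detected by diaphorase (0.133 mg/mL) converting 37 µM resazurin to fluorescent resorufin, read at 0 and 20 minutes. The preceding 5-minute room-temperature reaction used 2 nM LDHA, 0.2 mM sodium pyruvate and 0.06 mM NADH at pH 7.4.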
Numbers without * were called inactive; u = inconclusive; [ ] = dose if it differs, or a comment. Unless noted, % is scaled to controls: 0 for no effect and ±100 for the full control effect.

SMILES	12-LOX inh	LDHA block
N#Cc1c(SCC(=O)Nc2ccc(Cl)cc2Cl)nc(N2CCOCC2)c2c1CCCC2	-24%	10
COc1cc(C#N)ccc1OCC(=O)NC(=O)NCc1ccccc1	u	-12
CCC(=O)Nc1nc2c(C)cc(NS(=O)(=O)c3cc(Cl)ccc3OC)cc2s1	u	6
FC(F)(F)c1ccccc1Cc1c(-c2cccc(Br)c2)nc2ccc(Br)cn12	u	-3
COc1cc(-c2cnc3c(NC=O)cc(-c4ccsc4)cn23)cc(OC)c1OC	-15%	1
CCOC(=O)c1cccc(OCc2ccc(C#N)cc2)c1	-2%	-1
COc1ccc(/C=C2\Oc3cc(OC(=O)c4ccc(C(C)(C)C)cc4)ccc3C2=O)c(OC)c1OC	0%	5
Cn1c(NCCc2ccncc2)nc2cc(-c3cccc(Cl)c3)sc2c1=O	-1%	-7
COP(=O)(OC)c1nc(Cc2ccccc2)oc1NCc1ccc2c(c1)OCO2	-20%	-1
O=C(Cn1nnc(-c2ccccc2)n1)N1CCCC1c1ccc2c(c1)OCCCO2 (stereo unspecified)	-13%	4
CCOC(=O)N1CCN(CC(=O)Nc2oc3ccccc3c(=O)c2-c2ccc(Cl)cc2)CC1	-6%	4
Cc1ccc(S(=O)(=O)Nc2ccc(S(=O)(=O)C3CCCC3)cc2)c(C)c1	-13%	-2
O=C(NCC1CCN(C2CCCC2)C1)Nc1ccc(Br)cc1F (stereo unspecified)	u	0
Cc1cc(NC(=O)c2ccc3sc([C@@H]4O[C@H](CO)[C@H](O)[C@H](O)[C@H]4O)nc3c2)no1	-9%	-2
CCn1nc(C(=O)Nc2ccc(OC)cc2)c2ccccc2c1=O	-10%	-6
CCCOc1cc(S(=O)(=O)N2CCCC2)c(C)cc1C	-10%	-4
CCn1nc(C(=O)N(C)Cc2cnn(-c3ccccc3)c2)c2ccccc2c1=O	45%[activator]	-3
Nn1c(SCC(=O)N2CCCCCC2)nnc1-c1cccs1	0%	8
CC(=O)Nc1cncc(-c2cnn(CC(C)C)c2)n1	9%	-7
CCc1ccc2c(c1)c(=O)c(S(=O)(=O)c1ccccc1)cn2CC(=O)Nc1ccc(F)c(Cl)c1	39%	3
CCCCCSc1nc2c(c(=O)[nH]c(=O)n2C)n1CCOC	-52%	-1
C(#CCN1CCCCC1)COCCCOCc1ccccc1	-28%	6
CCOC(=O)c1cc(NCc2ccc(CC)cc2)ccc1N1CCOCC1	-7%	11
O=C(O)c1cncc(C(=O)O)c1	u	-2
CCCCn1nnc(NC(=O)COc2ccc(CC)cc2)n1	5%	0

One compound at a time, as listed above. Order of values: 12-LOX inh | LDHA block
CCc1ccc2c(c1)c(=O)c(S(=O)(=O)c1ccccc1)cn2CC(=O)Nc1ccc(F)c(Cl)c1 as listed: 39% | 3
O=C(O)c1cncc(C(=O)O)c1 as listed: u | -2
O=C(Cn1nnc(-c2ccccc2)n1)N1CCCC1c1ccc2c(c1)OCCCO2 (stereo unspecified) as listed: -13% | 4

Carrying on.
SMILES	12-LOX inh	LDHA block
CC(Sc1ccc(F)c(Cl)c1)C(=O)NC1CCCC1 (stereo unspecified)	-10%	0
COc1ccc(NC(=O)NCc2nc(-c3cccc(Cl)c3)oc2C)cc1	9%	0
Cc1cccc(C2(C(=O)NC3CCC(C)CC3)CCC2)c1 (stereo unspecified)	41%[activator]	0
CCOC(=O)[C@]12CCCC=C1N(Cc1ccc(Cl)cc1Cl)C(=O)[C@H](CC(=O)N1CCCCC1)C2	-5%	5
Cc1c(C(=O)N(Cc2ccc(Cl)cc2)C2CCS(=O)(=O)C2)oc2ccc(Br)cc12 (stereo unspecified)	0%	4
CC(C)CNC(=O)NC(=O)COC(=O)Cc1c[nH]c2ccccc12	u	0
COCCNC(=O)NC(=O)CSc1nc(-c2ccco2)nc2ccccc12	-7%	-8
O=C(O)C/C(=C/c1cccc(Cl)c1)c1nc2ccccc2o1	-9%	-4
Cc1ccc(S(=O)(=O)Nc2c(NC3CCCC3)c3ccccc3oc2=O)cc1	-24%	-7
Cn1c(=O)c2c(-c3ccccc3)n(-c3ccccc3Br)cc2n(C)c1=O	-11%	-7
Cc1cccc(S(=O)(=O)Nc2nc3ccccc3nc2NCc2ccccc2Cl)c1	-29%	4
Nn1c(SCc2ncc(-c3ccccc3)o2)nnc1-c1ccccc1F	6.3µM*	1
CCN1c2cc(C)ccc2-n2cccc2C12CCN(C(=O)Nc1cccc(OC)c1)CC2	-3%	7
Cc1ccc(/C=N/NC(=O)C2C(C=C(Cl)Cl)C2(C)C)cc1 (stereo unspecified)	-1%	-1
CN(C)S(=O)(=O)N1CCN(C(=O)Cc2ccccc2F)CC1	39%[activator]	6
Cc1nc2ccc(C(=O)N3CCN(C(=O)c4ccco4)CC3)cn2c1N(C)C(=O)CCc1ccccc1	13%	1
CCc1c(-c2ccc(C)cc2)nc2ccccc2c1C(=O)O	u	11
CC(C)COC(=O)N1CCCC(c2cc(C(=O)Nc3ccccc3Cl)no2)C1 (stereo unspecified)	-1%	-9
Cc1cc(C)nc(NC(c2ccccn2)c2cc(C)sc2NC(=O)c2ccco2)n1 (stereo unspecified)	u	-4
CCc1cccc(CC)c1NC(=O)C(C)Sc1ccc(C)cc1 (stereo unspecified)	-6%	-1
CCC1CCCN(C(=O)Cn2cnc3c2c(=O)n(C)c(=O)n3C)C1 (stereo unspecified)	-30%	-9
CS(=O)(=O)NCCc1ccc(C(=O)COc2ccc(-c3ccccc3)cc2Cl)s1	-3%	-2
CC(OC(=O)c1ccc2c(c1)NC(=O)CS2)C(=O)NC1CCCC1 (stereo unspecified)	0%	5
O=C(NC1C2CC3CC(C2)CC1C3)c1ccc(-c2ccc(Br)cc2)o1 (stereo unspecified)	-16%	0
Cc1cc(C)c(C(=O)Nc2ccccc2C)c(SCC(=O)NC2CCCC2)n1	65%[activator]	10

Reformatted with two lines to a compound: 2 of the compounds above.
The line under a structure holds: 12-LOX inh	LDHA block
CC(C)CNC(=O)NC(=O)COC(=O)Cc1c[nH]c2ccccc12
    u	0
COCCNC(=O)NC(=O)CSc1nc(-c2ccco2)nc2ccccc12
    -7%	-8

Continuation.
SMILES	12-LOX inh	LDHA block
Cn1cnc2c1c(=O)n(CCCSc1nnnn1-c1cccc(F)c1)c(=O)n2C	15%	-12
Cc1ccccc1NCc1c(C#N)c2ccccc2n1C	-10%	2
O=S1(=O)CC(N2CCCC2)CN1C1CCCCC1 (stereo unspecified)	-3%	0
N#Cc1nc(-c2cccc3ccccc23)oc1NCCc1ccccc1	-23%	-4
COc1ccc(-c2ocnc2C(=O)Nc2ccc3c(c2)OCCO3)cc1OC	7%	-25
Cc1ccc2snc(C(=O)N3CCN(C(=O)Nc4ccccc4)CC3)c2c1	11%	3
O=C(Nc1ccc(CCO)cc1)c1cc2ccccc2oc1=O	-11%	-2
CN(C)C(=O)CN(C)C(=O)Cn1c(=O)c2c(ncn2Cc2ccco2)n(Cc2ccccc2)c1=O	u	0
Cc1[nH]c(=O)[nH]c(=S)c1C#N	u	-8
Cc1ccc(Nc2cc(C)nc3c(C)c(C)cc([N+](=O)[O-])c23)c(C)c1	-28%	5
COc1cc(C(=O)Nc2cccc3cccnc23)ccc1C	5%	-1
CCCC(NC(C)=O)C12CC3CC(CC(C3)C1)C2 (stereo unspecified)	6%	-4
CC(C)C(C(=O)NC1CCCC1)N1CCC(O)(c2ccc(Cl)cc2)CC1 (stereo unspecified)	1%	-7
CC1(C(=O)NS(=O)(=O)c2ccc(C#N)cc2)CCN1C(=O)c1cccc2ccccc12 (stereo unspecified)	u	0
COc1cc(CN2C[C@@H](CO)O[C@@H](n3cnc4c(NCCCO)ncnc43)C2)cc(OC)c1OC	-23%	-4
COc1ccc(-c2ccc(C(=O)NCc3ccc(N(C)C)cc3)c3occc23)c(C)c1	-18%	1
CN(CC(=O)NC1CCCCNC1=O)Cc1c(F)cccc1Cl (stereo unspecified)	17%	8
COc1ccc(NC(=O)Cc2sc(C)nc2-c2cccs2)cc1Cl	u	7
CSCCC(C(=O)NC1CCCC1)n1c(C2CCCC2)nc2ccccc21 (stereo unspecified)	0%	-1
O=c1cc(CN2CCCCC2)c2c(ccc3ccccc32)o1	u	0
Cc1ccc(S(C)(=O)=O)cc1C(=O)OCC(=O)C(C)(C)C	-3%	2
CCCNC(=O)NC(=O)CN(C)C(C)C1CC1 (stereo unspecified)	22%	-13
Cc1ccccc1C(=O)OCCCN(C)C	5%	-7
O=C(NCCSC1CCCC1)c1cccs1	19%	2
CC1(C(=O)Nc2cccc3cccnc23)CCN1Cc1ccc(-c2ccccc2)o1 (stereo unspecified)	u	-6

Three entries already listed, arranged by count of non-hydrogen atoms, descending:
SMILES	12-LOX inh	LDHA block
COc1cc(CN2C[C@@H](CO)O[C@@H](n3cnc4c(NCCCO)ncnc43)C2)cc(OC)c1OC	-23%	-4
Cn1cnc2c1c(=O)n(CCCSc1nnnn1-c1cccc(F)c1)c(=O)n2C	15%	-12
COc1ccc(-c2ocnc2C(=O)Nc2ccc3c(c2)OCCO3)cc1OC	7%	-25

Carrying on.
SMILES	12-LOX inh	LDHA block
CCCC(C)NC(=O)NC(C)c1cccc(Cl)c1 (stereo unspecified)	-18%	-20
CC1(C)N=C(c2ccc(Br)cc2)C(=S)N1	u	-4
O=C(O)c1ccc(-c2ccc(Cc3ccc(-c4ccc(C(=O)O)cc4)o3)o2)cc1	u	5
Cn1ncc2cc3c(Nc4ccc(Cl)cc4)cccc3nc21	-10%	-1
CCc1ccccc1NC(=O)CN1CCCN(Cc2cccc(OC)c2)S1(=O)=O	-7%	-8
COc1cc(/C=C(/C#N)C(=O)O)ccc1OC(=O)c1cccs1	u	-4
Cc1cc(C)c(NC(=O)CSc2ncnc3ccccc23)c(Cl)c1	u	-4
CCCCCCCCOC(=O)/C(C#N)=C/c1c[nH]c2ccccc12	u	u
N#CC1=C(SCc2ccccc2Br)NC(=O)C(C#N)C12CCCCC2 (stereo unspecified)	u	-3
Cc1cc(Nc2ccccc2C)c2c([N+](=O)[O-])cc(C)c(C)c2n1	7%	-2
Cc1c(C)[n+](=O)c2cc(F)c(F)cc2n1[O-]	u	28
N#Cc1ccc(OCCOc2ccc3ccc(=O)oc3c2)cc1	u	0
Cc1ccccc1-c1[nH]c2ccc(C(C)(C)C)cc2c1C=O	4%	12
COc1ccc(N)cc1OC1CCCC1	u	24
CC(C)n1nnc2cc(C(=O)N(C)CC(=O)Nc3cccc(C#N)c3)ccc21	-3%	-2
Cc1ccc(C(C)C)c(OCC(=O)Nc2cc(C(F)(F)F)ccc2N2CCOCC2)c1	-10%	5
CC(C)Cc1nc(N2CCN(C(=O)C(=O)NCCc3ccccc3)CC2)c(C#N)c2c1CCCC2	-3%	1
CCCCNC(=O)C1c2ccccc2OCC(=O)N1C1CC1 (stereo unspecified)	-3%	-2
N#CC1(NC(=O)CNc2ccc(F)cc2Cl)CCCC1	11%	0
COc1ccc(OCCCOc2ccc(Cl)cc2/C=N/NC(N)=O)cc1	-64%	0
CC(C)CCC(CCNCc1ccco1)c1ccco1 (stereo unspecified)	0.45µM*	1
O=C1c2ccccc2S(=O)(=O)N1Cc1nc(-c2ccc(Cl)cc2Cl)cs1	u	-3
OCCCCCCNc1ccc(CCO)cc1	-6%	-3
O=S(=O)(CCSc1ccc(Br)cc1)c1ccc(Cl)cc1	22%	-3
CNC(=O)c1ccc(-c2nc(CN3CCN(C(=O)Nc4cccc(C)c4)CC3)c(C)o2)cc1	1%	5

More structures.
SMILES	12-LOX inh	LDHA block
N#Cc1cccc(Oc2ccc(C(=O)c3ccccc3)cc2)c1C#N	-32%	2
COCCNC(=S)N/N=C/c1cc(OC)c(OC)cc1OC	19%	7
CC(=O)Nc1ccc(CNc2nc3cc(-c4cccc(C(F)(F)F)c4)sc3c(=O)n2C)cc1	-9%	-11
Cc1cccnc1C(c1ccc(F)cc1)N(C)C(=O)C1CCN(CCCOc2ccc(F)cc2)CC1 (stereo unspecified)	-40%	-10
CC(=O)N/C(=C/c1ccccc1)C(=O)OC(C)C(=O)NC(C)c1ccc(Cl)cc1Cl (stereo unspecified)	-94%	7
CCOc1cccc2cc(C(=O)NCc3ccc(OC(F)F)c(OC)c3)c(=O)oc12	-11%	9
C=CCNc1nc(N)c(C(=O)c2ccc(Cl)cc2)s1	-66%	11

High-throughput results as filed in PubChem.

This is a subset. The share of hits here may be higher or lower than overall.
